# Compound activity deposited in PubChem by several laboratories.
# NPR1 activator – GC-A (human) enzyme activation; AID 1671463; HEK293 GC-A cells, cGMP TR-FRET, EC30 ANP; 0% at EC30 ANP, 100% saturating ANP; actives 0.14% (n = 370,000); P16066; activation, % at 10 µM; in the data active = activation above about 40%
# FXN GAA850 act – activators of GAA850 frataxin (FXN) promoter; HEK293 lucGAA850 FXN promoter luciferase reporter, 24 h; percent of 10 µM SAHA response; actives 0.56% (n = 360,000); AID 540364; activation, % at 6 µM;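 active = activation above the average of all compounds screened plus 3 SD, cutoff fixed separately per campaign, cut at about 7.5% in these data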;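 also: 0% = DMSO wells and 100% = 10 µM SAHA wells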
# hcDAF-12 act – activates DAF-12 receptor from parasite H. contortus. HEK293 hcDAF-12 lit1-tk-luc reporter, luminescence; 0% DMSO, 100% Δ7-dafachronic acid. activation, % at 6.8 µM. actives 1.4% (n = 370,000);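 active = activation above the mean of all tested compounds plus 3 SD, cut at about 5.5% in these data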;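 also: 100% = response to 3 µM Δ7-dafachronic acid high control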
# hgDAF-12 ag – activates the H. glycines DAF-12 receptor ligand-binding domain. activation, % at 6.8 µM. HEK293 GAL4-hgDAF12 UAS-luciferase reporter, agonist luminescence; normalized to butyrate control. AID 687014. actives 1.8% (n = 370,000);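 active = activation above a cutoff set at the mean of all screened compounds plus 3 SD, cut at about 10% in these data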;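 also: 0% = DMSO wells and 100% = sodium butyrate wells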
# SMARCA2 act – SMARCA2 function activation, primary screen | actives 1% (n = 370,000) | MG213 cells, MMTV-luciferase reporter, dexamethasone, overnight | activation, % at 9.1 µM; in the data active = activation above about 7.8%;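 also: 0% = vehicle wells and 100% = reference activator wells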
# DAX1 inh-1 – DAX1 (NR0B1) inhibition, primary screen; actives 1.1% (n = 370,000); inhibition, % at 6.8 µM; AID 652010; HEK293T StAR-luciferase reporter, SF-1/DAX-1 repression relief;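 active = inhibition above the mean over all tested compounds plus 3 SD, cut at about 3.6% in these data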;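 also: 0% = DAX-1 cells with DMSO and 100% = cells lacking DAX-1 with DMSO; higher inhibition means more luminescence from relief of DAX-1 repression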
# HGIII-sPLA2 inh – Blocks human group III sPLA2 activity; Q9NZ20; QFRET BODIPY PC-A2 liposome hydrolysis, fluorescence; inhibition, % at 12.2 µM; actives 0.56% (n = 370,000);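 active = inhibition above mean plus 3 SD of compounds lying within the high and low control bounds, cut at about 19% in these data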;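 also: 0% = median of test compound wells and 100% = no enzyme DMSO wells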
# ssDAF12 agonist – activators of S. stercoralis DAF-12 nuclear receptor; AID 652126; activation, % at 6.8 µM; HEK293 ssDAF-12/GRIP1 lit1-tk-luc reporter, luminescence; % of 3 µM dafachronic acid response; actives 1% (n = 370,000);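 active = activation above the mean over all tested compounds plus 3 SD, cut at about 0.9% in these data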;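 also: 0% = DMSO-only wells and 100% = 3 µM delta7-dafachronic acid wells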
# ADAM10 inh – inhibitors of human ADAM10 | recombinant ADAM10, EDANS/DABCYL FRET peptide cleavage, 3 h | inhibition, % at 7 µM | actives 0.62% (n = 370,000) | AID 720582;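 active = inhibition above a per-campaign cutoff equal to the mean of compounds falling between control-based bounds plus 3 SD, cut at about 20% in these data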;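 also: 0% = DMSO wells while the 100% control is not disclosed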
# DAX1 inh-2 – inhibitors of human orphan nuclear receptor DAX1 (NR0B1) | P51843 | inhibition, % at 6.75 µM | AID 504766 | actives 0.99% (n = 340,000) | HEK293 Gal4-DAX1 luciferase reporter, luminescence;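 active = inhibition above the mean over all tested compounds plus 3 SD, cut at about 4.2% in these data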;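 also: 0% = DAX1-transfected cells with DMSO and 100% = empty-vector control cells with DMSO; inhibition shows as a rise in luminescence from relieved DAX1 repression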
# NPR2 activator – GC-B (human) receptor activation. HEK293-GC-B cells, CNP EC30, cGMP TR-FRET; 0% at EC30 CNP, 100% saturating CNP. activation, % at 10 µM. P20594. actives 0.11% (n = 370,000);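 active = activation at 10 µM reaching about 35% in either raw or pattern-adjusted values, limit read from the data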
# Target sequence (P20594 whole entry, looked up): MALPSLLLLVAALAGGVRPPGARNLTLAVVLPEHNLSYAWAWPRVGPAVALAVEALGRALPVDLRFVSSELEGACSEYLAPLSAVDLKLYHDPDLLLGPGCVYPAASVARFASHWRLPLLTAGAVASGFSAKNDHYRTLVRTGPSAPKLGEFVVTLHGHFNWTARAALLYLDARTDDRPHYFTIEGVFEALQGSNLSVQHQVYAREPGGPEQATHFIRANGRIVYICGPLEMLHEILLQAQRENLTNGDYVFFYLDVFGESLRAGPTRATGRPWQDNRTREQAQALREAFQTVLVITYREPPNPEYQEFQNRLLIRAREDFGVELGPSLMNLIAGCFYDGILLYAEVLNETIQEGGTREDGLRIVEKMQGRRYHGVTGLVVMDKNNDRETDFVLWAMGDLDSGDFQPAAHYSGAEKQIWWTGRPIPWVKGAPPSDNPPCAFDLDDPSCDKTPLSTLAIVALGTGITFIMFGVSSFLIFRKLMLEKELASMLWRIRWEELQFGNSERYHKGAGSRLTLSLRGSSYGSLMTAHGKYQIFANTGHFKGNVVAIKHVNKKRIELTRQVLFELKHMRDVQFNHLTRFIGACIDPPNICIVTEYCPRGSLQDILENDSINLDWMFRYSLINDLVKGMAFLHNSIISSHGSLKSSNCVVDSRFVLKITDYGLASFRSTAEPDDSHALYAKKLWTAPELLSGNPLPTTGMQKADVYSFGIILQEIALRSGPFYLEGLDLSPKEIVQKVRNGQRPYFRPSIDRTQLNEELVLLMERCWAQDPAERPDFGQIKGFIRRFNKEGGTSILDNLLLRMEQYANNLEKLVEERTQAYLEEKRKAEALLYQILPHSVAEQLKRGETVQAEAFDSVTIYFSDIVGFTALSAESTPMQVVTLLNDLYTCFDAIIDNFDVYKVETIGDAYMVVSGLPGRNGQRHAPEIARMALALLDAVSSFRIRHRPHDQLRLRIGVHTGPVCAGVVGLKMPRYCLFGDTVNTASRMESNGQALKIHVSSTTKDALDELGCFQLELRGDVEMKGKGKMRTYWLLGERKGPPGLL
# An asterisk follows results filed as active; i = inactive; x = no result given.
SMILES,NPR1 activator,hgDAF-12 ag,FXN GAA850 act,NPR2 activator,hcDAF-12 act,ADAM10 inh,SMARCA2 act,DAX1 inh-1,HGIII-sPLA2 inh,ssDAF12 agonist,DAX1 inh-2
O=C(/C=C/[C@H]1O[C@@H](n2ccc(=O)[nH]c2=O)[C@H](O)[C@@H]1O)N1CCN(CCc2ccccc2)CC1,2,1.9,x,0,-1.9,-6,-4,-0.7,3,-0.5,x
S=C(NCCCN1CCOCC1)Nc1ccc(Cl)cc1,1,0.2,3.0,0,2.7,-2,1,-0.2,3,-1.1,-0.7
CC1(C(=O)NS(=O)(=O)c2cccc(F)c2)CCN1C(=O)c1cccc(F)c1 (configuration not stated),3,0.4,-0.8,5,-0.2,-1,1,1.1,-3,-1.2,x
O=C1c2ccccc2C(=O)N1CCC#Cc1ccc2cc(CCO)oc(=O)c2c1,2,-0.7,2.5,9,-2.0,-13,0,0.0,1,-1.8,-1.5
O=C(Oc1ccc(-c2csnn2)cc1)c1cccs1,0,0.0,-0.3,-3,-0.4,-4,-3,-0.4,-4,-0.7,0.5
C[C@H](NC(=O)[C@@H]1Cc2ccccc2CN1C(=O)OC(C)(C)C)C(=O)NC1CCCC1,-1,2.5,0.9,0,-1.6,2,-1,0.0,-1,-0.8,0.3
CCOC(=O)COc1c(OC)cc(Cl)cc1C1Nc2ccccc2C(=O)N1c1cccc(C)c1 (configuration not stated),-40,0.3,-6.7,-9,-0.6,-463,0,0.2,0,-0.8,0.1
C=CCN(c1ccccc1)S(=O)(=O)c1cccc(C(=O)Nc2ccncc2)c1,-28,-6.4,-0.2,-13,-4.1,-4,-4,-5.9,-8,-2.0,-3.2
Cc1cccc(N2CCN(C(=O)CCC(=O)N3CC(C)Oc4ccccc43)CC2)c1C (configuration not stated),5,-2.4,-1.2,2,-2.5,10,-1,-1.6,2,-1.3,-0.8
Cc1cc(C)cc(-n2nnnc2SCC(=O)Nc2nc(-c3ccc(Cl)cc3)cs2)c1,4,-0.3,3.6,0,2.1,1,-2,0.1,-5,-1.5,0.7
CCC(=O)Nc1nnc(SCC(=O)N2c3ccccc3CC2C)s1 (configuration not stated),4,1.4,-0.6,0,-0.4,4,-1,-0.5,0,-0.7,1.8
CC1(C)C2CCC1(CS(=O)(=O)Nc1ccc(S(=O)(=O)NC3CCCCC3)cc1)C(=O)C2 (configuration not stated),-1,-1.7,-1.7,-2,-1.8,3,-3,-0.5,-26,-1.7,-0.2
COc1ccc(CC(N)c2csc(NC(=O)c3ccccc3)n2)cc1 (configuration not stated),4,1.8,-0.6,-3,0.8,-5,-3,-0.3,12,-0.9,x
COc1ccc(OC)c(CNC(=O)CCC(=O)N2Cc3ccccc3Oc3ncccc32)c1,-2,0.8,0.5,-1,-3.0,-7,-1,0.0,0,-1.6,-0.2
O=C(Nc1ccc2c(c1)Cc1ccccc1-2)c1ccncc1,-2,9.3,2.5,-6,-3.5,-7,1,0.1,-5,-0.8,0.5
Cc1ccc(Cc2c(C)nc3nc(SCC(=O)NCCN4CCOCC4)nn3c2C)cc1,-5,2.4,-0.7,4,-0.5,-1,-1,-0.1,6,-1.1,-0.8
O=C(Oc1ccc([N+](=O)[O-])cc1)c1cccnc1,3,3.5,0.7,6,0.3,5,-1,0.0,5,-0.6,0.0
CCOC(=O)C1=C(c2ccccc2)NC(SCC(=O)Nc2cccc(C)c2)=C(C#N)C1c1ccco1 (configuration not stated),-2,-0.5,-1.3,0,-1.3,-60,-5,-0.3,-64,-1.7,-1.6
CN(c1ccccc1C(=O)NCc1ccccn1)S(C)(=O)=O,2,2.2,-1.2,2,-1.2,-1,0,-0.3,-1,-0.2,1.6
CCc1ccc(CN2CCN(C(=O)c3cccc(OC)c3OC)CC2)cc1,4,-7.4,-2.3,-6,-3.9,-3,-6,-3.1,-9,-2.4,-3.4
CC(=O)c1cccc(NC(=O)c2ccc3c(c2)OCO3)c1,-1,6.8,2.9,3,3.0,-11,5,1.7,13,-0.9,1.4
Cc1ccc(OCC(=O)Nc2ccc(S(=O)(=O)Nc3cc(C)nc(C)n3)cc2)c(C)c1,3,-2.0,1.1,1,-0.1,-2,4,2.8,-22,-1.5,-0.5
CN(CCOc1ccc(Cl)cc1)C(=O)c1cccc(S(=O)(=O)N2CCN(Cc3ccccc3)CC2)c1,-5,-7.1,-5.4,-5,-3.6,10,-5,-7.1,-27,-2.1,-2.7
COc1ccc(NC2=CC(=O)CC(C)(C)C2)cc1OC,1,-3.6,-0.4,-3,-2.9,-16,3,0.1,-4,-1.8,-0.7
Cc1ccc2c(c1)-c1c(cnn1CC(=O)NC(C)CCc1ccco1)CO2 (configuration not stated),1,-1.4,-0.3,4,0.0,-3,-1,-0.6,4,-0.9,-1.8
CC(C)C[C@H]1CN([C@@H](Cc2ccc(O)cc2)CN2CCC[C@@H]2CN2C(=S)NC[C@@H]2Cc2ccccc2)C(=S)N1CC1CCCCCC1,5,0.1,x,4,1.2,-2,-1,0.0,-8,-0.2,x
COc1ccc(OC)c(-c2cc(C(=O)Nc3sc4c(c3C#N)CCC(C)C4)c3ccccc3n2)c1 (configuration not stated),-1,4.8,4.0,0,2.6,-4,-2,0.3,-3,-1.1,0.0
CCn1c(CCC(=O)Nc2ccccc2F)nnc1SCC(=O)Nc1ccc(OC)cc1,2,-1.8,0.2,3,0.3,-2,2,1.4,2,-1.1,0.8
O=C(COC(=O)COc1ccc(Cl)cc1)Nc1cccnc1Cl,2,-1.4,1.4,-4,-1.6,-13,-5,-0.3,6,-1.2,2.5
CC(C)Nc1ncnc2c1ncn2[C@H]1CN(CCN2CCOCC2)C[C@@H](CO)O1,3,-1.5,2.0,0,-1.7,5,1,0.9,-1,-1.5,x
O=C1CSc2ccc(S(=O)(=O)N3CCN(c4ccccc4F)CC3)cc2N1,-22,-0.4,-2.1,-5,-1.0,-3,-1,-0.6,-11,-0.7,-0.7
CN(C(=O)COC(=O)c1ccc2c(=O)n3c(nc2c1)CCC3)c1ccccc1,0,1.9,0.0,3,-0.6,-46,-1,-0.4,16,-0.2,-0.9
CN(CC(=O)Nc1ccc(F)c(F)c1F)c1ncnc2sccc12,-3,0.4,-0.1,1,-0.5,-3,1,0.1,0,-0.5,0.3
Cc1cccc(NC(=O)CNC(=O)CSc2ncccn2)c1C,-1,-2.4,0.3,1,0.2,-6,-6,-0.3,3,-1.0,0.7
COc1ccccc1N1CCN(C(=O)c2cc3ccccc3[nH]2)CC1,-5,-1.2,-1.6,2,-0.1,4,-2,1.8,-15,-0.9,-1.8
COc1ccc(S(=O)(=O)NCc2ccc(C(=O)N3CCN(c4ccccn4)CC3)cc2)cc1,-1,-1.8,-2.2,2,-2.6,-1,-3,-0.9,-19,-1.3,-0.8
COc1ccc(OC)c(CN2CCCCCC2)c1,2,0.6,2.5,-3,2.0,-2,-2,0.1,-3,-1.4,1.4
Cc1ccc(Cn2cc(SCC(N)=O)c3ccccc32)cc1,6,-0.5,-0.5,-2,1.6,-1,0,-1.4,9,-0.7,-0.8
CCN(CC)CCCNC(=O)CSc1nc2cccnc2n1C,1,3.8,x,-6,1.8,-2,-2,0.6,-4,0.2,x
CCN(CC)CCNC(=O)c1ccc(NC(=O)c2c(F)cccc2Cl)cc1,-2,-1.4,0.8,1,-0.3,0,-1,1.1,1,0.1,0.8
COC(=O)C1=C(C)N(C)C(=O)NC1c1ccc(O)c(Cl)c1 (configuration not stated),8,0.5,1.3,4,2.4,-1,1,-0.9,2,-0.1,0.7
COc1ccc(CCC(=O)N2CCN(S(=O)(=O)c3ccc(C)cc3)CC2)cc1,-2,-1.4,0.0,0,-2.6,-9,-3,-0.1,10,-1.5,0.2
O=C(C1CCCN(S(=O)(=O)c2ccc(Br)cc2)C1)N1CCOCC1 (configuration not stated),2,-0.9,1.2,1,-0.7,-45,-1,-1.1,-1,-1.4,-0.6
OCc1ccc(-c2cccc3nccn23)cc1,5,-4.2,2.5,-4,0.8,i,-3,-0.6,0,-1.0,x
Cc1ccc(CNC(=O)[C@@H](NC(=O)C2CCN(C(=O)[C@@H]3CCCN3)CC2)C(C)C)cc1,-1,0.0,0.2,0,0.0,3,0,1.1,2,-1.5,0.8
CCS(=O)(=O)N1CCN(C(=O)c2ccc(-c3ccccc3)cc2)CC1,-3,2.1,-1.3,2,-1.6,-2,-4,-0.8,-2,-1.1,-0.2
O=C(CCC(=O)N1CCN(S(=O)(=O)c2ccccc2)CC1)c1ccc(Br)cc1,0,1.6,-0.9,2,-1.1,-1,6,-0.2,-12,-0.7,-1.3
CN(C)C(=O)N1CCCC(C(=O)NCc2ccccc2)C1 (configuration not stated),-5,-0.7,3.9,-4,-1.0,5,-3,0.9,7,-1.1,-0.1
CNC(=O)OCCSCCS(=O)(=O)c1ccc(Cl)cc1,4,-0.7,0.3,1,1.6,-1,-2,0.3,5,-0.6,3.5
CCc1ccc(CNCC(=O)N2CCC3(CC2)OCCO3)s1,1,2.8,x,-11,1.5,-1,3,1.2,7,-0.3,x
Cc1c(NC(=O)c2ccc(-c3cccc([N+](=O)[O-])c3)o2)c(=O)n(-c2ccccc2)n1C,4,-4.2,-0.3,9,-1.8,-4,-4,-0.5,3,-0.8,-0.1
COc1ccc(CC(=O)Nc2cc(C)c3c(=O)oc4ccccc4c3n2)cc1,4,2.9,2.2,0,0.5,-18,-1,1.1,8,-1.5,1.2
COc1ccccc1CNC(=O)C1(c2ccc(Cl)cc2)CC1,-4,-1.5,2.1,4,0.1,-5,-2,-0.2,4,-0.8,-1.6
CC(=O)Oc1ccc2nc(-c3cccs3)oc(=O)c2c1,29,-0.7,-0.3,-11,-1.0,-1,-1,-0.4,-1,-1.0,0.4
COc1ccc2[nH]c3c(c2c1)CCN1C(=O)C(CC(=O)NCc2ccc(OC)c(OC)c2)C[C@H](C(=O)N(C(C)C)C(C)C)[C@@]31C (some centres not stated),4,-3.7,0.5,4,-2.2,-6,-3,-1.6,-1,-0.8,-0.8
Cc1ccc(CNC(=O)C(=O)NCC2OCCN2S(=O)(=O)c2ccc(C)cc2)cc1 (configuration not stated),-4,-1.2,1.4,-1,-1.7,-6,-3,0.2,-7,-1.0,-0.4
O=C(O)CCN1C(=O)NC2(CCCC2)C1=O,-1,0.5,1.8,-5,-1.7,0,7,-0.1,4,-0.7,-0.7
Cn1c(C(=O)NC2CC2)cc(=O)n(C)c1=O,0,0.9,0.1,0,1.3,-4,1,0.2,4,-1.5,-1.1
CCCCN1C(=O)C(C(=O)OCc2ccccc2)CC2=C1CCCC2=O (configuration not stated),2,2.3,-0.2,6,-1.2,-5,-1,-1.2,-36,-1.2,-1.4
